Source: PubChem
PI4K2A block: blocks human PI4K2A kinase activity; Q9BTU6; purified PI4K2A, ADP-Glo luminescence, 1 h; hits give low values; activity change, negative = inhibition, % at 76.9 µM; 420,000 compounds, 0.13% hits; AID 1346378; in the data active = activity change below about -50%;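 note: -100% = wells without enzyme as full effect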
Target sequence (Q9BTU6 whole entry, looked up): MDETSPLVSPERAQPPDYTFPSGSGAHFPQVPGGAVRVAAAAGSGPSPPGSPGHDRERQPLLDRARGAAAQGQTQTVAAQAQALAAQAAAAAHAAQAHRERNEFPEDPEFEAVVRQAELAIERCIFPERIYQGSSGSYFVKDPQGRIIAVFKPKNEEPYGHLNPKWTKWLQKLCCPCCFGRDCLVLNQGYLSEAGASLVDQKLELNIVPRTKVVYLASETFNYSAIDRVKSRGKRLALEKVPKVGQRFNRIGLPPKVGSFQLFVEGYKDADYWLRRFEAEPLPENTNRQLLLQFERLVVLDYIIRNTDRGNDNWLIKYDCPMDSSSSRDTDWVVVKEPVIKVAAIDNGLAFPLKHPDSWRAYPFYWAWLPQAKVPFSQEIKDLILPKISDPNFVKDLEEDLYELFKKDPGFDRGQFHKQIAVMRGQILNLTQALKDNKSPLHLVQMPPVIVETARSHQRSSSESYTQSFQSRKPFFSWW
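PI4K2A activity was measured by ADP-Glo luminescence: enzyme (4 ug/mL stock) and phosphatidylinositol (1.2 mM stock) in Tris pH 7.5/MgCl2/EGTA/Triton X-100 buffer were reacted with ATP (300 microM stock) for one hour at ambient temperature.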
The depositor's hits bear a star.

SMILES | PI4K2A block
CN(c1c2c(nc3ncnn13)CCCC2)C1CCCCC1 | 8
Cc1ccc2c(c1)N(CCCC(=O)NCc1cccs1)C(=O)CO2 | 7
O=C(Cc1ccccc1)Nc1nnc(-c2cccnc2)s1 | -4
COCCNC(=O)[C@]1(C#N)CC(=O)N(C)[C@@H]1c1ccccc1 | 2
O=C(CSc1nnc(-c2ccncc2)n1-c1ccccc1)Nc1ccc2c(c1)OCCO2 | 0
CCC(=O)N1CCc2cc(Br)c(S(=O)(=O)N3CCC(C(=O)NCCCOC(C)C)CC3)cc21 | -2
CCOc1ccc(-n2c(COc3ccccc3)nnc2SCc2nc3ccccc3[nH]2)cc1 | -4
CN1CCCC1CCSc1ncccc1-c1nc2ccccc2[nH]1 (stereo not drawn) | 0
O=C(Nc1c(-c2ccc(F)cc2)nc2ncccn12)c1ccc(F)cc1 | 0
COC(=O)[C@]12C[C@H](CC(=O)NCCCN3CCCC3=O)C(=O)N(Cc3ccco3)C1=C[C@H](COCc1ccccc1)O[C@@H]2C | -2

Pulled by compound from the entries so far, 4 records:
SMILES | PI4K2A block
O=C(Nc1c(-c2ccc(F)cc2)nc2ncccn12)c1ccc(F)cc1 | 0
CCOc1ccc(-n2c(COc3ccccc3)nnc2SCc2nc3ccccc3[nH]2)cc1 | -4
COCCNC(=O)[C@]1(C#N)CC(=O)N(C)[C@@H]1c1ccccc1 | 2
CN(c1c2c(nc3ncnn13)CCCC2)C1CCCCC1 | 8

(listing goes on)
SMILES | PI4K2A block
CNC(=O)C[C@H]1CC[C@H]2[C@@H](COc3ccc(NC(=O)Nc4ccccc4)cc3C(=O)N2C)O1 | 1
O=C(NCc1ccco1)C1CCCN(S(=O)(=O)c2ccc(F)cc2)C1 (stereo not drawn) | -2
COc1ccc(S[C@]2(C(=O)N3CCOCC3)CC(=O)N(C(=O)CCc3ccccc3)[C@@H]2c2ccc(OC)cc2)cc1 | -1
Cc1ccccc1NC(=O)C1CCN(c2ncccn2)CC1 | 2
O=C(NCCc1ccccc1)c1ccc(Sc2ccccc2Cl)c([N+](=O)[O-])c1 | 4
CC(=O)/C=C/C=C1/C2CCC(C2)C1(C)C (stereo not drawn) | 3
COc1ccc(Cn2ccc3ccc(-c4ccc5ccn(C(=O)C6CCC6)c5c4)cc32)cc1 | 0
CCCSc1nnc(-c2ccco2)n1C | -3
Clc1cccc(CNc2nc(-c3ccccn3)nnc2-c2ccccc2)c1 | -4
C=CCN1C(C(=O)OC)CN(Cc2cn(Cc3ccc(F)cc3)nn2)CCS1(=O)=O (stereo not drawn) | -9
C[C@H]1[C@@H](OC(=O)NCc2ccc(Cl)cc2)CC[C@@]23CCCN2C(=O)CCC[C@@H]13 | -1
Cc1ccc(NC(=O)C2CCN(c3nnc(-n4cccc4)s3)CC2)c(C)c1 | -9
COC(=O)[C@H]1[C@H]2C[C@@H]3c4[nH]c5cc(OC)ccc5c4CCN3C[C@H]2C[C@@H](OC(=O)COc2ccc(OC)cc2)[C@@H]1OC | 0
C[C@H]1[C@@H](N(C)Cc2ccccc2)CC[C@@]23CCCN2C(=O)CCC[C@@H]13 | 3
COc1ccc(C2C(C(=O)Nc3ccc(Cl)c(Cl)c3)CCC(=O)N2c2ccc(OC)cc2)cc1 (stereo not drawn) | -2
O=C(NC1CCCCN(Cc2cccc(C(F)(F)F)c2)C1=O)c1ccc(Cl)cc1 (stereo not drawn) | 0
CCC[C@H]1[C@@H](NC(=O)c2cccc(C)c2)CC[C@@]23CCCN2C(=O)CCC[C@@H]13 | 4
CCOC(=O)N1CCN(C(=O)C[C@@H]2C(=O)N3CCCC4=C3[C@@]2(C(=O)OC)CCCC4)CC1 | -9
CCCC1CCC2(CC1)CCC2OC(=S)Nc1cccc(C(F)(F)F)c1 (stereo not drawn) | 1
COc1ccc(C2Nc3ccccc3C(=O)N2Cc2ccco2)cc1COc1c(C)cc(NC(C)=O)cc1C (stereo not drawn) | -3
CSc1ccc(C=Nn2c(-c3ccc(F)cc3)n[nH]c2=S)cc1 | 1
COc1cccc(OC)c1NC(=O)OCCN1CCCC12CCC(c1ccccc1)CC2 (stereo not drawn) | -3
CC(C)CCN(C)C1CCN(C(=O)NCc2ccccc2)CC1 | -6
Cc1ccc(CNC(=O)OC(C)(C)C)c(/C=C/S(=O)(=O)NC2CCCC2)c1 | -5
CCOc1ccc(-n2c(SCC(=O)Nc3ccc(OCc4ccccc4)cc3)nnc2-c2ccc(Cl)cc2)cc1 | -1
O=C(NC1CCC1)O[C@H]1CC[C@@]23CCCN2C(=O)CCC[C@H]3C1 | 1
CCCCCCCCN1C(=O)[C@@H](CC(=O)NCc2ccccc2)C[C@@]2(C(=O)OC)C1=C[C@H](COCc1ccccc1)O[C@@H]2C | 3
O=C(c1sccc1Cl)N1CCC(n2nnc3ncccc32)CC1 | 4
O=C(Nc1cccc(F)c1)O[C@@H]1CC[C@@]23CCCN2C(=O)CCC[C@H]3C1 | -4
O=C(C1CCCN1S(=O)(=O)c1ccc([N+](=O)[O-])cc1)N1CCN(c2ccccc2)CC1 (stereo not drawn) | 3
Fc1ccc(F)c(Cn2ccc3ccc(-c4ccc5ccn(Cc6cc(F)ccc6F)c5c4)cc32)c1 | -5
CC[C@@H](CCCCCCCn1ccc2ccccc21)CCC(=O)N(c1ccccc1)c1ccccc1 | -1
O=C(Nc1ccc(F)cc1)OC1CC2CC1[C@H]1CCCCN1C2 (stereo partly drawn) | -2
COC(=O)[C@]12C[C@H](CC(=O)N3CCCCC3)C(=O)N(CCC3=CCCCC3)C1=C[C@H](C1CCCC1)O[C@@H]2C | -2
COC(=O)c1ccc(Cn2ccc3ccc(-c4ccc5ccn(C(=O)c6ccc(C)cc6)c5c4)cc32)cc1 | -1
Cc1c(C)c2c(c(C)c1OC(=O)CCC(=O)OCCO)CC[C@@](C)(CCC[C@H](C)CCC[C@H](C)CCCC(C)C)O2 | -4
COc1ccc(CN2CCC(CNC(=O)NCc3ccccc3)CC2)cc1 | -4
O=C(CSc1nc2ccccc2nc1N1CCCCC1)N1CCN(S(=O)(=O)c2ccccc2)CC1 | 1
O=C(Nc1ccc(F)cc1)OCCN1CCCC12CCC(c1ccccc1)CC2 (stereo not drawn) | -3
O=C(NC1CCCCN(Cc2ccc(Cl)cc2)C1=O)c1cccc2nsnc12 (stereo not drawn) | -6
C#CCNC(=O)C[C@H]1C[C@@]2(C(=O)OC)C(=C[C@H](C(C)(C)C)O[C@@H]2C)N(Cc2cccc3ccccc23)C1=O | 1
COC(=O)[C@]12C[C@H](CC(=O)N3CCSCC3)C(=O)N(Cc3cccc4ccccc34)C1=C[C@H](COCc1ccccc1)O[C@@H]2C | -4
CCCC1CCC2(CC1)CCC2OC(=S)Nc1ccccc1 (stereo not drawn) | 3
CCCCOCCCNC(=O)C[C@H]1C[C@@]2(C(=O)OC)C(=C[C@H](C3CCCC3)O[C@@H]2C)N(Cc2cccc3ccccc23)C1=O | -4
C#CCNC(=O)C[C@H]1C[C@@]2(C(=O)OC)C(=C[C@H](C(C)C)O[C@@H]2C2CC2)N(Cc2ccco2)C1=O | -1
Cc1ccc(-n2c(SCC(=O)c3ccc(O)c(O)c3)nnc2-c2ccccc2)cc1 | -13
O=C(Nc1c(-c2ccc(F)cc2)nc2ncccn12)c1ccccc1 | -2
COc1ccc2[nH]c3c(c2c1)CCN[C@]31C(=O)N(Cc2ccccc2)c2ccccc21 | 3
CNC(=O)[C@@H]1CC=C[C@@H]2CCN(c3ccccc3)C(=O)[C@@H]21 | -2
Cc1ccc(NC(=O)Cn2nnc(-c3ccccc3F)n2)cc1C | 2
Remaining list, next part:
SMILES | PI4K2A block
COC(=O)CSc1nnc(-c2ccc(NS(=O)(=O)c3ccc(C(C)(C)C)cc3)cc2)o1 | 3
COc1ccc2c(c1)CCCN2C(=O)C1CCCN(S(=O)(=O)c2cccs2)C1 (stereo not drawn) | -6
C[C@H](O)[C@@H]1CN2CCc3c([nH]c4cccc(-c5ccccc5)c34)[C@@H]2C[C@@H]1N(C)C(=O)c1ccco1 | -2
c1ccc2[nH]c(COCc3nc4ccccc4[nH]3)nc2c1 | -13
Cn1c(NC(=O)c2ccccc2)nc(Cc2ccccc2)c1-c1ccccc1 | -3
CCCCC(=O)Nc1ccc(C(=O)NCC2COc3ccccc3O2)cc1 (stereo not drawn) | 1
CCCC[C@@H]1C(=O)N2N=Cc3ccccc3[C@H]2N2N=Cc3ccccc3[C@@H]12 | 3
COC(=O)[C@@H](CC(C)C)CP(=O)(OC)[C@@H](C)NC(=O)OCc1ccccc1 (stereo partly drawn) | -7
CCN(CC)C(=O)CC[C@@H]1CC[C@]2(CCCN(C(=O)c3ccno3)C2)O1 | 0
CN(C)CC(c1ccc(O)cc1)C1(O)CCCCC1 (stereo not drawn) | -5
c1ccc(Cn2ccc3ccc(-c4ccc5ccn(Cc6ccc7ccccc7c6)c5c4)cc32)cc1 | 2
COc1ccc2c(c1)CCCN2C(=O)C1CCCN(S(=O)(=O)c2ccc(Cl)s2)C1 (stereo not drawn) | 0
N#Cc1ccc(Cn2nnc(-c3ccc(N4CCOCC4)cc3)n2)cc1 | -3
C#CCN1CC(N(C)CCOC(=O)CC2C=CCC2)CS1(=O)=O (stereo not drawn) | 0
O=C(NCc1ccco1)C1CCCN(S(=O)(=O)c2ccc(Cl)s2)C1 (stereo not drawn) | -2
COC(=O)C1CN(Cc2ccc(F)cc2)CCS(=O)(=O)N1Cc1cn(Cc2ccc(C)cc2)nn1 (stereo not drawn) | -15
CC(C)c1cc(C(C)C)c(S(=O)(=O)N2CCC(C(=O)NCC3COCCO3)CC2)c(C(C)C)c1 (stereo not drawn) | 5
CCCc1cn(-c2ccc3c(c2)[C@]2(CC(=O)N(C)C2c2ccccc2)C(=O)N3CC(C)C)nn1 (stereo partly drawn) | -1
CCOC(=O)[C@@]12CCCC3=C1N(CCC3)C(=O)[C@H]2CC(=O)N1CCC(c2ccccc2)CC1 | -5
O=C(N[C@@H]1C[C@@H]2O[C@@H](CO)CC[C@@H]2O[C@@H]1CCc1ccc(-c2cccnc2)cc1)c1cccc(F)c1 | -4

Four successive records out of the list so far, for reference:
SMILES | PI4K2A block
N#Cc1ccc(Cn2nnc(-c3ccc(N4CCOCC4)cc3)n2)cc1 | -3
C#CCN1CC(N(C)CCOC(=O)CC2C=CCC2)CS1(=O)=O (stereo not drawn) | 0
O=C(NCc1ccco1)C1CCCN(S(=O)(=O)c2ccc(Cl)s2)C1 (stereo not drawn) | -2
COC(=O)C1CN(Cc2ccc(F)cc2)CCS(=O)(=O)N1Cc1cn(Cc2ccc(C)cc2)nn1 (stereo not drawn) | -15

3 compounds out of the list above, arranged by the value under PI4K2A block, lowest first:
SMILES | PI4K2A block
Cc1ccc(CNC(=O)OC(C)(C)C)c(/C=C/S(=O)(=O)NC2CCCC2)c1 | -5
COc1ccc(Cn2ccc3ccc(-c4ccc5ccn(C(=O)C6CCC6)c5c4)cc32)cc1 | 0
O=C(C1CCCN1S(=O)(=O)c1ccc([N+](=O)[O-])cc1)N1CCN(c2ccccc2)CC1 (stereo not drawn) | 3

The listing continues.
SMILES | PI4K2A block
Cc1ccc(S(=O)(=O)N2c3ccc(F)cc3C[C@H]2CSc2ccccc2)cc1 | 6
CC(=O)CC[C@@H]1CC[C@]2(CCCN(C(=O)C3CCCC3)C2)O1 | -1
Cc1ccc(CN2CCCCC(NC(=O)c3ccc(F)cc3)C2=O)cc1 (stereo not drawn) | -2
COC(=O)[C@H](CC(C)C)N1Cc2nnn(Cc3ccc(C)cc3)c2-c2cc(F)ccc2S1(=O)=O | -2
C=CCn1c(SCc2c(Cl)cccc2Cl)nnc1-c1cccc(C)c1 | -9
Cc1cccc(NC(=O)[C@H]2CC(=O)O[C@@H]2c2ccccc2)c1C | -1
COc1ccc(CN(CCN2CCOCC2)C(=O)c2cc(F)ccc2C)cc1OC | -1
CCn1c(=O)n(CC(=O)N2CCCC2)c(=O)c2ccccc21 | 2
O=C(CSc1nnc(SCc2cccc3ccccc23)s1)Nc1ccc(S(=O)(=O)Nc2nccs2)cc1 | -18
CN(C)c1ccc(-c2nc3ncc(Cl)cc3[nH]2)cc1 | -3

Of the compounds above, these have a nitro group on carbon.
SMILES | PI4K2A block
O=C(NCCc1ccccc1)c1ccc(Sc2ccccc2Cl)c([N+](=O)[O-])c1 | 4
O=C(C1CCCN1S(=O)(=O)c1ccc([N+](=O)[O-])cc1)N1CCN(c2ccccc2)CC1 (stereo not drawn) | 3

Further compounds:
SMILES | PI4K2A block
CCOC(=O)CC[C@@H]1CC[C@]2(CCCN(Cc3ccc(OC)cc3)C2)O1 | -4
CC(=O)c1cc(-c2ccccc2)n(CC(=O)NCc2ccc(F)cc2)c1C | 0
CCS(=O)(=O)Nc1ccc2c(c1)C(=O)N(C)[C@@H]1CC[C@H](CC(=O)NCCOC)O[C@H]1CO2 | 0
Cc1cccc(NC(=O)CSc2nnc(-c3cccnc3)n2Cc2ccco2)c1C | -6
C[C@H]1[C@@H](NC(=O)C#Cc2ccccc2)CC[C@@]23CCCN2C(=O)CCC[C@@H]13 | 3
COP(=O)(OC)C(NC(=O)OCc1ccccc1)C(C)C (stereo not drawn) | 0
COc1cccc(CNC(=O)C2C3C=CC4(CN(Cc5ccccc5)C(=O)C24)O3)c1OC (stereo not drawn) | 16
O=C1C=C[C@H]2CC[C@@H](O)[C@@H]1[C@@H]2Sc1ccccc1 | -8
COC(=O)[C@]12C[C@H](CC(=O)NCC3CCCCC3)C(=O)N(Cc3ccccc3)C1=C[C@H](COCc1ccccc1)O[C@@H]2C | -3
O=S(=O)(c1ccccc1)n1c(CN2CCOCC2)nc2ccccc21 | -2
COc1ccnc(NC(=S)N2CCN(c3ncc(C(F)(F)F)cc3Cl)CC2)c1 | 1
O=C(CCc1nc(-c2ccccc2F)no1)NCCc1ccc(F)cc1 | -3
C=CCN1[C@H](Cc2ccccc2)COc2cc(N3CCSCC3)ccc2S1(=O)=O | -3
O=C(NC1CCCCN(Cc2cccc(Cl)c2)C1=O)C1CCCCC1 (stereo not drawn) | 1

Not all compounds are listed. The share of hits here may be higher or lower than overall.
